Source: PubChem
SMARCA2 act = SMARCA2 (BRM) function activators, primary screen, cell-based, luminescence, high throughput. MG213 cells, MMTV-luciferase reporter, dexamethasone, overnight. activation, % at 9.1 µM. hit rate 1% among 370,000. AID 652017, 2013; in the data active means activation above about 7.8%;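 further: 0% = vehicle wells and 100% = reference activator wells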
PLC-beta3 inh = human PLC-beta3 inhibitors, primary screen, biochemical, fluorescence | 1-phosphatidylinositol 4,5-bisphosphate phosphodiesterase beta-3 (Homo sapiens), Q01970 | Purified PLC-beta3, fluorogenic substrate | inhibition, % at 12.2 µM | hit rate 0.18% among 370,000 | AID 720704, 2013; in the data active means inhibition above about 11%;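 further: 0% = median of compound wells on plate and 100% = full blocker control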
Rev-erbA mod = modulators of Rev-erb alpha DNA binding, primary screen, biochemical, FITC-DNA, fluorescence polarization, uHTS | Nuclear receptor subfamily 1 group D member 1 (Homo sapiens), P20393 | Rev-erbα–FITC-DNA binding, 90 min | activity, % at 10 µM | hit rate 0.79% among 370,000 | AID 1259318, 2017;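 active means activity above about 14%, limit read from the data; passing the limit was not always enough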;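 further: 0% = DMSO wells with 35 nM protein and 100% = DMSO wells with 750 nM protein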
hcDAF12 agonist = H. contortus DAF-12 nuclear receptor activators, primary screen, cell-based, luminescence, HEK293, lit1-tk-luc reporter; HEK293 hcDAF-12 lit1-tk-luc reporter; 0% DMSO, 100% Δ7-dafachronic acid; activation, % at 6.8 µM; hit rate 1.4% among 370,000; AID 652067, 2013;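 active means activation above the mean of all tested compounds plus 3 SD, cut at about 5.5% in these data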;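 further: 100% = response to 3 µM Δ7-dafachronic acid high control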
PG9 binder = binders of HIV-1 gp120 antibody PG9, primary screen, biochemical, TR-FRET; HIV-1 gp120 / PG9 antibody interaction; TR-FRET gp120-PG9 antibody binding; inhibition, % at 6.7 µM; hit rate 0.43% among 360,000; AID 624416, 2012; in the data active means inhibition above about 8.5%
DAX1 inh-1 = DAX1 (NR0B1) inhibitors on StAR promoter, primary screen, cell-based, luminescence, SF-1 (NR5A1), full-length DAX-1; HEK293T StAR-luciferase reporter, SF-1/DAX-1 repression relief; inhibition, % at 6.8 µM; hit rate 1.1% among 370,000; AID 652010, 2013;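 active means inhibition above the mean over all tested compounds plus 3 SD, cut at about 3.6% in these data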;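 further: 0% = DAX-1 cells with DMSO and 100% = cells lacking DAX-1 with DMSO; higher inhibition means more luminescence from relief of DAX-1 repression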
HGIII-sPLA2 inh = human group III sPLA2 inhibitors, primary screen, biochemical, QFRET, BODIPY PC-A2 liposome substrate; inhibition, % at 12.2 µM; QFRET BODIPY PC-A2 liposome hydrolysis, fluorescence; hit rate 0.56% among 370,000; AID 743126, 2013; Group 3 secretory phospholipase A2 (Homo sapiens), Q9NZ20;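 active means inhibition above mean plus 3 SD of compounds lying within the high and low control bounds, cut at about 19% in these data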;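 further: 0% = median of test compound wells and 100% = no enzyme DMSO wells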
Target sequence (Q9NZ20 whole entry, looked up): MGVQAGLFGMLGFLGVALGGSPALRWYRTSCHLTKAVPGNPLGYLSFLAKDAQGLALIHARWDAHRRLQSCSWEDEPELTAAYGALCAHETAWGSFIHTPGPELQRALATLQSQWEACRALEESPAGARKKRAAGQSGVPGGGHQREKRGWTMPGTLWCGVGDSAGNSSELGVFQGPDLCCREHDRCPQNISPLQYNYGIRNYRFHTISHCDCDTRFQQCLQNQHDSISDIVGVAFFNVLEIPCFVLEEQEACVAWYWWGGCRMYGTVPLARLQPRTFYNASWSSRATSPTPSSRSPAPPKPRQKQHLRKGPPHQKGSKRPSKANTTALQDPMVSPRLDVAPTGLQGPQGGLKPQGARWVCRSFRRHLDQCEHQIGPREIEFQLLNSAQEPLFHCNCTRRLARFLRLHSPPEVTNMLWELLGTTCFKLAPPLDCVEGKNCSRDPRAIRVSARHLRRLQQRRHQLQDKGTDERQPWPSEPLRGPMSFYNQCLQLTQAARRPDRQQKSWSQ
FXN GAA850 act = FXN promoter activators, primary screen, cell-based, luciferase luminescence, HEK293 lucGAA850; HEK293 lucGAA850 FXN promoter luciferase reporter, 24 h; percent of 10 µM SAHA response; activation, % at 6 µM; hit rate 0.56% among 360,000; AID 540364, 2011;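 active means activation above the average of all compounds screened plus 3 SD, cutoff fixed separately per campaign, cut at about 7.5% in these data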;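 further: 0% = DMSO wells and 100% = 10 µM SAHA wells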
DAX1 inh-2 = DAX1 (NR0B1) inhibitors, primary screen, cell-based, HEK293, Gal4-DAX1, luciferase luminescence. Nuclear receptor subfamily 0 group B member 1 (Homo sapiens), P51843. HEK293 Gal4-DAX1 luciferase reporter. inhibition, % at 6.75 µM. hit rate 0.99% among 340,000. AID 504766, 2011;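 active means inhibition above the mean over all tested compounds plus 3 SD, cut at about 4.2% in these data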;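 further: 0% = DAX1-transfected cells with DMSO and 100% = empty-vector control cells with DMSO; inhibition shows as a rise in luminescence from relieved DAX1 repression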
Target sequence (P51843 207-470 limits assumed): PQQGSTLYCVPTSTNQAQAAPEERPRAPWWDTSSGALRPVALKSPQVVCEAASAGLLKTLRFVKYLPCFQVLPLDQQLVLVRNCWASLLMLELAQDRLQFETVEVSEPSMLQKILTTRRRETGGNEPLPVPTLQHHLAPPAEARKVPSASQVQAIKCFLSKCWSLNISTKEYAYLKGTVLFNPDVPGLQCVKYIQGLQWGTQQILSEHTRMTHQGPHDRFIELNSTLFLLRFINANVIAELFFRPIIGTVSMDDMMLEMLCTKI
hgDAF12 agonist = H. glycines DAF-12 receptor agonists, primary screen, cell-based, luminescence, HEK293, GAL4 fusion, UAS-luciferase; activation, % at 6.8 µM; Nuclear hormone receptor DAF-12 (Heterodera glycines), GAL4 fusion; hit rate 1.8% among 370,000; HEK293 GAL4-hgDAF12 UAS-luciferase reporter, agonist luminescence; normalized to butyrate control;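 active means activation above a cutoff set at the mean of all screened compounds plus 3 SD, cut at about 10% in these data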;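 further: 0% = DMSO wells and 100% = sodium butyrate wells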
ssDAF12 agonist = S. stercoralis DAF-12 nuclear receptor activators, primary screen, cell-based, luminescence, HEK293, GRIP1 co-expression, lit1-tk-luc; hit rate 1% among 370,000; HEK293 ssDAF-12/GRIP1 lit1-tk-luc reporter; % of 3 µM dafachronic acid response; activation, % at 6.8 µM; AID 652126, 2013; Nuclear hormone receptor DAF-12 (Strongyloides stercoralis);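 active means activation above the mean over all tested compounds plus 3 SD, cut at about 0.9% in these data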;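 further: 0% = DMSO-only wells and 100% = 3 µM delta7-dafachronic acid wells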
Numbers without * were called inactive; · = no result given.

smiles,SMARCA2 act,PLC-beta3 inh,Rev-erbA mod,hcDAF12 agonist,PG9 binder,DAX1 inh-1,HGIII-sPLA2 inh,FXN GAA850 act,DAX1 inh-2,hgDAF12 agonist,ssDAF12 agonist
O=C(Cc1n[nH]c(=O)[nH]c1=O)N/N=C/c1c(O)ccc2ccccc12,-3,-1,-4,-0.8,-2.8,-0.2,9,1.2,1.3,0.4,-1.7
O=C(NCCc1ccccn1)c1cc(-c2ccc(Cl)cc2)nc2ccccc12,-4,-5,3,-2.6,-0.1,-1.0,-3,2.8,-1.2,-2.4,-1.9
Cc1nn2cc(-c3ncc(C(F)(F)F)cc3Cl)cnc2c1Br,4,3,3,2.6,-1.4,1.5,8,10.0*,·,13*,0.1
COc1ccc(C(C)=O)cc1COC(=O)CNC(=O)C1CCCCC1,2,4,-2,-0.6,-0.9,-0.5,-1,-6.3,-0.7,0.7,-0.8
COc1ccc(C2CC(=O)C3=C(C2)Nc2ccccc2NC3c2coc3ccccc3c2=O)cc1OC (configuration not stated),-2,0,-1,-2.6,-1.1,0.1,-1,-0.2,-1.2,-0.4,-0.9
Cc1ccc(S(=O)(=O)NCCN2CCOCC2)c(C)c1,-3,-4,-5,2.5,-0.8,-0.6,6,1.1,-0.1,1.1,-1.1
Cc1ccc(NS(=O)(=O)N(C)C)cc1,0,6,-3,-0.1,-0.2,0.7,9,0.3,0.6,1.6,-1.5
Cc1cc(C)n2nc(CNS(=O)(=O)c3cccc([N+](=O)[O-])c3)nc2n1,7,-3,-1,0.1,-2.2,0.2,4,-0.1,0.2,1.9,-0.8
CCn1c(C)c(C)c2cc(C(=O)N3CCCC3)ccc21,-2,-64,4,0.6,-0.5,0.1,2,1.4,0.0,-1.3,-0.9
Cn1c(=O)c2c(-c3ccccc3F)c3c(nc2n(C)c1=O)-c1ccccc1C3O (configuration not stated),-4,-1,8,-0.3,-3.1,0.6,3,-3.1,0.4,-1.2,-1.3
Clc1ccc(OCCCNCc2ccccc2)c(Br)c1,-1,0,-8,-1.0,-1.7,0.1,5,-2.3,0.5,-0.7,-1.3
COC(=O)[C@H](C)N(Cc1ccc(Cl)c(Cl)c1)S(=O)(=O)CCN1CCN(c2ccccc2)CC1,4,3,-1,-0.7,1.2,0.9,4,-0.7,-1.2,1.6,-1.3
O=C(N/N=C/c1cccnc1)c1ccc([N+](=O)[O-])cc1Cl,-2,0,-5,-0.6,-0.1,-0.9,-4,-2.5,0.5,6.2,-1.3
CCCCC(=O)N1CCN(C(=O)c2ccc3nc(C)n(C4CCCC4)c3c2)CC1,-5,0,-4,-0.1,·,-0.2,13,·,·,2.3,-1.7
C=CCn1c(SCn2nnc3ccccc3c2=O)nnc1-c1ccc(Cl)cc1,-3,-2,1,0.8,0.8,0.1,10,-2.4,0.8,-0.7,-0.7
O=c1[nH]c2ccccc2nc1-c1ccccc1,-1,-149,0,0.3,0.2,1.4,2,5.0,-0.1,16*,-0.1
COc1ccc(OC)c(NC(=O)c2c(NC(=O)CNCc3ccco3)sc3c2CCC3)c1,1,-20,3,-0.2,2.6,0.1,0,1.7,-1.1,1.6,-1.3
COc1ccc(OCc2cc(C(=O)N3CCC(OC)CC3)no2)c2ccccc12,2,-12,-11,7.8*,0.1,3.8*,-16,1.2,2.7,9.4,0.7
COc1ccc(OC)c(NC(=O)CN2CCN(C(=O)c3ccco3)CC2)c1,-1,-2,8,-0.3,-0.2,0.3,1,0.4,-0.3,-2.8,-0.8
COc1ccc(CCNC(=O)CCc2cn(C)c3ccccc23)c(OC)c1,0,-5,0,-2.7,-1.2,-0.2,3,-0.8,0.6,-1.7,-0.8
Cc1cc(=O)n2c3ccccc3n(CC(O)CN3CCN(Cc4ccccc4)CC3)c2c1C#N (configuration not stated),-1,-12,0,-1.7,-2.2,-0.9,-2,-4.0,-0.9,0.6,-0.7
COc1ccc(S(=O)(=O)NNC(=O)c2ccc(-n3c(C)ccc3C)cc2)cc1,-3,-11,0,-1.8,0.1,-0.3,-6,0.8,·,-0.1,-1.2
COCCn1c(SCC(=O)NC(C)c2ccccc2)nc2ccccc21 (configuration not stated),-4,-1,-2,-2.0,-0.8,-0.2,0,-1.3,-1.0,-2.3,-1.0
NS(=O)(=O)c1ccc(Nc2nc(-c3cccnc3)cs2)cc1,1,-8,3,-0.3,-3.2,-1.2,-2,1.5,0.0,3.8,-1.3
Cn1ccnc1SCC(=O)Nc1ccc(F)c([N+](=O)[O-])c1,6,-1,-4,-0.3,-1.8,-0.5,4,-0.3,1.5,-3.2,-1.4
CCOC1=C2CN(S(=O)(=O)c3ccc(C)cc3)[C@@H](c3cccs3)C[C@H]2[C@H]2C(=O)N(c3ccccc3)C(=O)[C@H]2C1,-3,1,1,-0.7,0.1,4.5*,-8,·,·,0.6,-1.4
CCOC(=O)C1CCN(C(=O)CN(c2ccc3c(c2)OCCO3)S(=O)(=O)c2ccccc2)CC1,0,-4,-7,-1.2,-1.0,0.6,-2,0.3,-0.1,-0.6,-0.7
Cn1cccc1C(=O)NC(=O)COC(=O)CCNS(=O)(=O)c1cccc(C(F)(F)F)c1,-1,-11,5,-0.7,1.2,-0.9,-12,0.8,0.2,4.0,-0.6
Cc1ccc(CNS(=O)(=O)c2ccc(C)s2)cc1,0,0,0,-0.1,-0.7,0.1,-6,-1.2,-0.1,-0.1,-0.6
CCOc1ccc(/C(O)=C2/C(=O)C(=O)N(CCCn3ccnc3)C2c2cccs2)cc1Cl (configuration not stated),-1,-6,48*,1.2,8.0,0.6,-17,3.0,1.8,4.1,-1.2
COc1cccc(N2CCN(C(=O)c3ccc(N4C(=O)NC5CC4(C)Oc4ccccc45)cc3)CC2)c1 (configuration not stated),-3,3,-4,-1.8,-1.9,-0.5,-18,1.3,1.1,-2.6,-1.2
Cc1cc2oc(C(=O)N(Cc3ccco3)C3CCS(=O)(=O)C3)cc(=O)c2cc1Cl (configuration not stated),0,1,-3,-0.6,-1.1,0.1,-6,0.1,-0.2,-0.5,-1.4
CCc1ccc(CN(C)C(=O)c2cc(S(=O)(=O)N3CCN(CC)CC3)ccc2Cl)cc1,-2,-4,-1,-2.1,0.0,-1.6,-3,1.1,0.2,-1.0,-1.4
O=S(=O)(NCCc1cn2ccccc2n1)c1cccs1,2,0,4,1.6,-0.4,3.5,1,0.8,0.9,4.3,-0.2
O=C(CSc1nnnn1-c1ccc(Cl)cc1)Nc1cccnc1Cl,-3,0,-3,-1.4,0.2,-0.5,-11,-2.1,-2.4,-3.4,-1.1
Cc1ccc(CNC(=O)CSc2c3c(nc4ccc(Cl)cc24)CCCC3)o1,-1,-9,-1,-1.8,7.6,0.4,-1,0.6,-1.4,-0.5,-1.7
COc1ccc(-c2cc(C(F)(F)F)c(C#N)c(SCC(=O)Nc3ccc(C)cc3)n2)cc1,1,-11,83*,3.8,0.1,0.8,-1,-4.1,1.1,-0.6,-0.5
CN(CC(=O)Nc1ccccc1Cl)C(=O)CN1C(=O)C2CCCCC2C1=O (configuration not stated),1,-4,-4,-1.6,-1.6,1.8,7,2.8,1.2,1.1,-1.1
Cn1cc([C@]2(O)C(=O)Nc3c(F)cccc32)c2ccccc21,-1,1,4,1.8,-2.9,0.2,-3,·,·,-2.1,0.3
O=C(N[C@H](C(=O)N1CCC[C@H]1C(=O)NC1CCCC1)C1CCCCC1)c1cccs1,1,2,-1,-1.2,-1.4,-0.5,-2,·,·,-4.1,-0.6
COC(=O)C1=C(CSc2nncn2C)NC(=O)NC1c1cc(C)ccc1C (configuration not stated),1,-3,0,-0.8,-2.4,-0.1,-3,0.0,2.8,-2.8,-0.6
CCC(C)OC(=O)c1[nH]c2c(c1C)C(=O)CC(c1ccc(N(C)C)cc1)C2 (configuration not stated),3,-5,2,-2.7,0.5,0.4,5,2.1,-0.3,11*,-1.0
O=C(c1cc2ccccc2o1)N1CCC(N2CCC(C(=O)N3CCCC3)CC2)CC1,-5,0,-2,-1.1,-0.6,1.2,5,-2.1,-1.0,-0.6,-1.4
NC(=O)c1ccc(-n2nnnc2SCc2ccccc2)cc1,0,5,-2,-2.2,-1.7,-1.1,3,0.9,-0.8,-3.4,0.3
Cc1cc(C(=O)OCC(=O)NC2CCS(=O)(=O)C2)c(C)n1-c1ccccc1 (configuration not stated),-5,2,1,-0.2,1.3,-0.9,-1,-0.3,-0.8,-2.9,-1.5
CC1CCc2nc(NC(=O)C3COc4ccccc4O3)sc2C1 (configuration not stated),-9,0,7,-2.7,1.0,-3.1,4,-7.2,-2.8,-13,-2.3
NS(=O)(=O)c1ccc(NC(=O)/C=C/c2ccccc2[N+](=O)[O-])cc1,-3,2,-6,-0.7,-1.4,-0.2,-10,1.9,-0.4,-0.5,-1.5
Cc1ccccc1N(C)C(=O)Cn1nnc(-c2ccccc2F)n1,-6,1,6,-2.4,·,0.3,9,·,·,2.2,-1.1
COc1ccc(C(=O)Nc2ccc(SC(F)F)cc2)cc1,0,2,-1,2.5,0.3,1.0,6,5.7,-0.6,15*,-0.7
COc1cc(OC)cc(-n2nnnc2SCC(=O)NCc2cccs2)c1,-3,-2,-3,-1.3,-2.3,-1.4,6,1.0,-0.9,-2.0,-1.6

Other compounds
smiles,SMARCA2 act,PLC-beta3 inh,Rev-erbA mod,hcDAF12 agonist,PG9 binder,DAX1 inh-1,HGIII-sPLA2 inh,FXN GAA850 act,DAX1 inh-2,hgDAF12 agonist,ssDAF12 agonist
C[C@H](NC(=O)c1nc[nH]c1C(=O)NC[C@@H](C)O)c1ccccc1,7,4,3,-0.2,-0.6,0.6,7,-0.8,2.0,-1.0,-1.1
CC(C)(C)NC(=O)Nc1cccc(Cl)c1Cl,0,5,-2,0.1,-0.5,-0.3,1,0.3,1.7,-4.8,-1.7
O=C(Nc1ccc(F)cc1)Nc1nnc(-c2ccco2)s1,4,1,-2,2.4,-1.6,1.5,-3,0.8,0.4,4.7,-0.4
Cc1cccc(NC(=O)CSc2nc(N)c(NC(=O)c3cccs3)c(=O)[nH]2)c1,-2,-2,-2,-0.4,-1.7,0.8,1,0.2,0.2,2.1,-1.6
